# YAP1 CTGF inhibition: reduction of CTGF mRNA in DLD1 cells – DLD1 colon cancer cells, RT-qPCR, single point, primary screen (AID 743449); inhibition, % at 12.5 µM; actives 0.9% (n = 9,900); DLD1 CTGF mRNA qPCR, 24 h; hits give high values;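 active means mean normalized replicate activity at least 50 and at least half of replicates each reaching 50; inconclusive means only one of the two criteria met; inactive means neither criterion met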;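 further: 0% = neutral control wells and 100% = dasatinib control wells; higher means stronger suppression of CTGF expression like dasatinib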
# Pax4 mRNA alpha TC1: Pax4 mRNA upregulation in alpha cells – RT-PCR, mouse alpha TC1 cells, single point, primary screen (AID 1053180); activation, % at 10 µM; mouse alpha TC1 cells, Pax4 mRNA qPCR, 6 days; hits give high values; 100% = Pax4 plasmid added at qPCR; actives 0.2% (n = 9,600);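 active means highest normalized replicate activity of 15 or more, or at least half the replicates reach 15 or more; inactive means neither condition met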;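 further: pax4 Ct normalized to GAPDH with activation seen as lower delta delta Ct; plate controls were plate neutral control wells for no effect and Pax4 plasmid positive control for full effect; each compound tested in two replicate wells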
# Active calls of the source: *; ? = inconclusive; . = not tested or not shown.
SMILES,YAP1 CTGF inhibition,Pax4 mRNA alpha TC1
C[C@H](CO)N1C[C@H](C)[C@@H](CN(C)C(=O)Nc2ccc(C(F)(F)F)cc2)Oc2c(NC(=O)c3ccc(-c4nccs4)cc3)cccc2C1=O,?,0.1
O=C1CNC[C@H]2[C@H](c3ccc(C#CC4CCCCC4)cc3)[C@@H](CO)N12,0,0.0
COc1ccc(S(=O)(=O)Nc2ccc3c(c2)C(=O)N([C@H](C)CO)C[C@@H](C)[C@H](CN(C)Cc2ccc(C(F)(F)F)cc2)OCCCC[C@@H](C)O3)cc1,-29,0.0
O=C(N[C@H]1C=C[C@@H](CC(=O)N2CCN(c3ccccc3)CC2)O[C@@H]1CO)c1ccccc1,-17,0.0
O=C1CCCc2cnnn2COC[C@H](Cc2ccccc2)N1,-11,0.0
COc1ccc(CN2[C@@H](CO)[C@@H]3c4ccccc4NC[C@@H]32)cc1,-24,0.0
C[C@@H]1CN([C@@H](C)CO)S(=O)(=O)c2ccc(-c3ccc(F)cc3)cc2O[C@H]1CN(C)Cc1ccccc1C(=O)O,27,0.0
Cc1noc(C)c1NC(=O)Nc1ccc2c(c1)C(=O)N([C@H](C)CO)C[C@@H](C)[C@H](CN(C)S(=O)(=O)c1ccc(F)cc1)O2,-19,0.0
C[C@H]1CN([C@@H](C)CO)C(=O)c2cc(-c3cccc(C(=O)N(C)C)c3)cnc2O[C@H]1CN(C)C(=O)Cc1ccccn1,-11,0.0
O=C(C[C@@H]1C[C@@H]2c3cc(NS(=O)(=O)c4ccc(F)cc4)ccc3O[C@@H]2[C@H](CO)O1)N1CCc2ccccc2C1,25,0.0
O=C(C[C@H]1C[C@@H]2c3cc(NC(=O)c4ccc5c(c4)OCO5)ccc3O[C@@H]2[C@@H](CO)O1)NCCN1CCCCC1,-2,0.0
Cc1ccc(S(=O)(=O)N[C@@H]2CC[C@@H](CC(=O)NCc3ccncn3)O[C@@H]2CO)cc1,33,0.0

# For convenience, part of the list above:
SMILES,YAP1 CTGF inhibition,Pax4 mRNA alpha TC1
C[C@H](CO)N1C[C@H](C)[C@@H](CN(C)C(=O)Nc2ccc(C(F)(F)F)cc2)Oc2c(NC(=O)c3ccc(-c4nccs4)cc3)cccc2C1=O,?,0.1
O=C1CNC[C@H]2[C@H](c3ccc(C#CC4CCCCC4)cc3)[C@@H](CO)N12,0,0.0
COc1ccc(S(=O)(=O)Nc2ccc3c(c2)C(=O)N([C@H](C)CO)C[C@@H](C)[C@H](CN(C)Cc2ccc(C(F)(F)F)cc2)OCCCC[C@@H](C)O3)cc1,-29,0.0

# Later entries:
SMILES,YAP1 CTGF inhibition,Pax4 mRNA alpha TC1
C[C@H]1CN([C@@H](C)CO)C(=O)c2cc(NC(=O)Nc3ccccc3)ccc2O[C@H]1CN(C)Cc1ccccc1,-46,0.0
COc1ccc2c3c([nH]c2c1)[C@@H](CO)N(Cc1cccnc1)CC31CCN(C(=O)CN(C)C)CC1,-1,0.0
CNC[C@H]1Oc2ccc(NC(=O)NC3CCCCC3)cc2CC(=O)N([C@@H](C)CO)C[C@H]1C,-1,0.0
COc1ccc(NC(=O)N(C)C[C@@H]2Oc3c(NC(=O)CCCCCC(=O)Nc4ccccc4N)cccc3C(=O)N([C@@H](C)CO)C[C@H]2C)cc1,2,0.0
O=C(C1CCCCC1)N1[C@@H](CO)[C@@H]2c3ccccc3NC[C@@H]21,-13,0.0
CS(=O)(=O)N1[C@H](C#N)[C@H](c2ccc(-c3ccccc3F)cc2)[C@H]1CO,26,0.0
CN(C[C@@H]1N[C@H](CO)[C@@H]1c1ccc(C#CCC2CCCC2)cc1)S(C)(=O)=O,-21,0.0
COCC(=O)N1[C@H](C#N)[C@H](c2ccccc2C2=CCCC2)[C@H]1CO,-24,0.0
COC(=O)C[C@H]1C[C@H]2c3cc(NC(=O)C4CCOCC4)ccc3O[C@H]2[C@H](CO)O1,1,0.0
CCC(=O)N1[C@H](C(=O)N(C)C)[C@@H](CO)[C@@H]2Cn3c(ccc(-c4ccc(F)cc4)c3=O)[C@@H]21,-44,0.0
N#C[C@H]1[C@H](c2ccccc2C2=CCCC2)[C@@H](CO)N1C(=O)Cc1ccncc1,-40,0.0
CN1CCN(C(=O)C[C@H]2C[C@@H]3c4cc(NS(C)(=O)=O)ccc4O[C@@H]3[C@H](CO)O2)CC1,-11,0.0

# Five records drawn at random from those above:
SMILES,YAP1 CTGF inhibition,Pax4 mRNA alpha TC1
CS(=O)(=O)N1[C@H](C#N)[C@H](c2ccc(-c3ccccc3F)cc2)[C@H]1CO,26,0.0
C[C@H](CO)N1C[C@H](C)[C@@H](CN(C)C(=O)Nc2ccc(C(F)(F)F)cc2)Oc2c(NC(=O)c3ccc(-c4nccs4)cc3)cccc2C1=O,?,0.1
O=C(C[C@H]1C[C@@H]2c3cc(NC(=O)c4ccc5c(c4)OCO5)ccc3O[C@@H]2[C@@H](CO)O1)NCCN1CCCCC1,-2,0.0
CNC[C@H]1Oc2ccc(NC(=O)NC3CCCCC3)cc2CC(=O)N([C@@H](C)CO)C[C@H]1C,-1,0.0
COc1ccc(CN2[C@@H](CO)[C@@H]3c4ccccc4NC[C@@H]32)cc1,-24,0.0

# More compounds
SMILES,YAP1 CTGF inhibition,Pax4 mRNA alpha TC1
Cc1ccc(S(=O)(=O)Nc2ccc3c(c2)C(=O)N([C@H](C)CO)C[C@H](C)[C@H](CN(C)S(=O)(=O)c2cccs2)OCCCC[C@@H](C)O3)cc1,-4,0.0
COc1cccc(C(=O)Nc2ccc3c(c2)OC[C@@H](C)N(CCc2ccccc2)C[C@H](C)[C@H](OC)CN(C)C3=O)c1,12,0.0
Cc1ccccc1-c1ccc2c(c1)O[C@@H](CN(C)C(=O)Nc1ccc(C(F)(F)F)cc1)[C@H](C)CN([C@@H](C)CO)S2(=O)=O,-32,0.5
CN(C)C(=O)c1cccc(-c2ccc3n(c2=O)C[C@@H]2[C@@H](CO)[C@H](C(=O)NCC4CC4)N[C@H]32)c1,7,0.0
COc1ccccc1C#Cc1ccc([C@@H]2[C@H](C#N)N(C(=O)C3CCC3)[C@H]2CO)cc1,13,0.0
C/C=C/c1ccc([C@@H]2[C@H](CO)N(C(=O)c3ccccn3)C23CN(CCC(F)(F)F)C3)cc1,-30,.
COc1cccc(-c2ccc3n(c2=O)C[C@@H]2[C@@H](CO)[C@H](C(=O)NC4Cc5ccccc5C4)N[C@H]32)c1,-7,0.0
COc1ccc2c3c([nH]c2c1)[C@@H](CO)N(C(=O)Nc1ccc(F)cc1)CC31CCN(C(=O)Nc2ccc3c(c2)OCO3)CC1,-4,0.0
COc1ccc(-c2ccc3c(c2)[C@@H]2[C@@H](CCN2C(=O)c2cccc(F)c2)[C@@H](CO)N3)cc1,-21,0.0
C[C@@H]1CN([C@H](C)CO)C(=O)CCCn2nncc2CO[C@H]1CN(C)C(=O)Nc1ccccc1C(F)(F)F,2,0.0
CO[C@@H]1CN(C)C(=O)c2cc(NC(=O)CC(F)(F)F)ccc2OC[C@H](C)N(CC2CC2)C[C@@H]1C,9,0.0
C[C@@H]1CCCCO[C@H](CN(C)S(=O)(=O)c2ccc(Cl)cc2)[C@H](C)CN([C@@H](C)CO)C(=O)c2cc(NC(=O)Nc3ccc(C(F)(F)F)cc3)ccc2O1,-22,0.1
C[C@H](NC(=O)[C@H]1[C@H](CO)[C@H]2Cn3c(ccc(-c4ccccc4F)c3=O)[C@@H]1N2)c1ccccc1,-8,0.0
CO[C@@H](C(=O)N(C)C[C@H]1OCc2ccccc2-c2ccccc2C(=O)N([C@H](C)CO)C[C@@H]1C)c1ccccc1,21,0.0
N#C[C@H]1[C@@H](c2ccc(C3=CCCCC3)cc2)[C@@H](CO)N1C(=O)CN1CCOCC1,5,0.0
C[C@@H]1CN([C@H](C)CO)C(=O)c2cccc(N(C)C)c2O[C@@H]1CN(C)Cc1ccncc1,-3,0.0
O=C(C[C@H]1C[C@@H]2c3cc(NS(=O)(=O)c4ccc(F)cc4)ccc3O[C@@H]2[C@H](CO)O1)NCCN1CCCCC1,-29,0.0
O=C(c1cccnc1)N1CC2(C1)[C@H](c1ccccc1)[C@@H](CO)N2Cc1ccc(Cl)cc1,17,.
CC(C)C#Cc1ccc([C@@H]2[C@H](CO)N3C(=O)CN(C(=O)c4ccc5c(c4)OCO5)C[C@@H]23)cc1,37,0.0
CCCC#Cc1ccc([C@@H]2[C@H](CO)N3C(=O)CN(S(=O)(=O)c4ccccc4C)C[C@@H]23)cc1,-33,0.0
N#C[C@@H]1[C@H](c2ccccc2C2=CCCC2)[C@H](CO)N1C(=O)NC1CCCCC1,11,0.0
COc1ccccc1S(=O)(=O)N[C@H]1C=C[C@@H](CC(=O)N2CCOCC2)O[C@@H]1CO,13,0.0
O=C(Cc1ccccn1)N1CC(=O)N2[C@H](CO)[C@H](c3ccc(C#CCC4CCCC4)cc3)[C@H]2C1,-28,0.0
CCN1CC(=O)N2[C@H](CO)[C@@H](c3ccc(Br)cc3)[C@@H]2C1,21,0.0
COc1ccc(CNC(=O)C[C@H]2CC[C@H](NC(=O)CN(C)C)[C@H](CO)O2)cc1,?,0.0
O=C1CNC[C@@H]2[C@H](c3ccc(C#Cc4cccnc4)cc3)[C@H](CO)N12,7,0.0
C[C@@H]1CN([C@H](C)CO)C(=O)CCCn2nncc2CO[C@H]1CN(C)C(=O)CCC(F)(F)F,-30,0.0
CO[C@@H]1CN(C)C(=O)c2cc(NC(C)=O)ccc2OC[C@H](C)N(S(C)(=O)=O)C[C@H]1C,-13,0.0
COC(=O)C[C@H]1CC[C@H]2[C@@H](COC[C@H](O)CN2S(=O)(=O)c2cn(C)cn2)O1,9,0.0
C[C@H]1CN([C@@H](C)CO)C(=O)CCCn2nncc2CO[C@H]1CN(C)Cc1ccc2c(c1)OCCN2C,-17,0.0
CN1C(=O)c2cc(NC(=O)Nc3ccccc3F)ccc2OC[C@H]2O[C@H](CC(=O)NCCc3ccncc3)CC[C@@H]21,-17,0.0
CCCC#Cc1ccc([C@@H]2[C@H](C#N)N(C(=O)CN3CCOCC3)[C@H]2CO)cc1,7,0.0
CNC[C@@H]1Oc2c(NS(=O)(=O)c3ccc(Cl)cc3)cccc2C(=O)N([C@H](C)CO)C[C@H]1C,-19,0.0
CN(C[C@H]1N[C@@H](CO)[C@H]1c1ccc(-c2ccc(F)cc2)cc1)C(=O)C1CCC1,13,0.0
C[C@H]1CN([C@@H](C)CO)C(=O)c2c(c3ccccc3n2C)-c2ccccc2CO[C@@H]1CN(C)C(=O)[C@@H](Cc1ccccc1)N(C)C,-163,0.0
CC(C)NC(=O)N1Cc2cc(C(=O)NC3Cc4ccccc4C3)nc(-c3cccc(-c4cccnc4)c3)c2[C@H]1CCO,21,0.0
CC(C)[C@@H]1C/C=C\CCNC(=O)[C@H](C)CC(=O)N1,-10,0.0
CO[C@@H]1CN(C)C(=O)c2ccc(NS(C)(=O)=O)cc2OC[C@H](C)N(C(=O)CN(C)C)C[C@H]1C,-7,0.0
COc1ccc(S(=O)(=O)Nc2ccc3c(c2)C(=O)N([C@H](C)CO)C[C@H](C)[C@H](CN(C)Cc2ccc(C(F)(F)F)cc2)OCCCC[C@H](C)O3)cc1,-42,0.0
C/C=C/c1ccc([C@H]2[C@H](CO)N3C(=O)CN(C(=O)Nc4cccc(OC)c4)C[C@@H]23)cc1,-9,0.0
CO[C@@H]1CN(C)C(=O)c2ccc(NC(=O)c3ccccc3F)cc2OC[C@@H](C)N(C)C[C@H]1C,-23,0.0
C[C@@H]1CN([C@@H](C)CO)C(=O)c2cc(Br)cnc2O[C@H]1CN(C)C(=O)Nc1ccc2c(c1)OCO2,-24,0.0

# Bioassay records: PubChem BioAssay, Broad Institute

# Some of the compounds tested, so the mix of outcomes need not match the whole.
